ERK AVP inh: inhibitors of vasopressin-stimulated ERK signaling pathway | Potency, µM (titrated, usually from 57.5 µM), for the others: top-dose activity, negative = inhibition, usual class: inhibitors | HEK293-V1b, vasopressin-stimulated pERK AlphaScreen | AID 995 | hit rate 0.99% among 72,000; further: potency means the concentration at half of the fitted maximal effect; on the % scale 0 is the no-effect control and ±100 the full control effect; nearly all actives have a fitted effect of over 55% in size
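HEK293 cells stably expressing V1b receptor, preincubated 30 min at 37 °C with compound, then stimulated 5 min with 25 nM vasopressin. Phospho-ERK by AlphaScreen SureFire after 5 h RT; normalized to DMSO and vasopressin; AC50 by Hill fit.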
FLuc inh: inhibitors of firefly luciferase. AID 411. Potency, µM (top dose mostly 57.1 µM), for inactives: at the highest dose activity change, negative = inhibition, most hits filed as inhibitors. P08659. purified firefly luciferase, luminescence, 8 min. hit rate 2.2% among 72,000; further: potency means the concentration at half of the fitted maximal effect; on the % scale 0 is the no-effect control and ±100 the full control effect; nearly all actives have a fitted effect of over 40% in size
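qHTS concentration-response profiling: light output of P. pyralis luciferase with luciferin and 10 uM ATP, imidazole buffer pH 7.2. Read by luminescence after 8-min room-temperature incubation.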
ALOX15 inhib: blocks human 15-lipoxygenase activity; P16050; purified 15hLO-1, xylenol orange hydroperoxide absorbance; Potency, µM (series often up to 57.1 µM), for the others: at the highest dose activity change, negative = inhibition, most hits filed as inhibitors; hit rate 1.4% among 74,000; AID 887; further: potency means the concentration at half of the fitted maximal effect; on the % scale 0 is the no-effect control and ±100 the full control effect; nearly all actives have a fitted effect of over 55% in size
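Readout: Fe(III)-xylenol orange absorbance, 573-to-405 nm ratio as reaction progress. Enzyme 40 nM purified human 15hLO-1, substrate 50 uM arachidonic acid, 6 min RT after 15 min compound preincubation; Hepes pH 7.5 buffer with Triton X-100.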
HADH2 inh: inhibitors of human HADH2 dehydrogenase; Q99714; Potency, µM (doses to about 57.1 µM), for the others: at the top dose activity change, negative = inhibition, most hits filed as inhibitors; AID 886; hit rate 3.4% among 73,000; recombinant HADH2, NADH fluorescence, beta-hydroxybutyryl-CoA; further: potency means the concentration at half of the fitted maximal effect; on the % scale 0 is the no-effect control and ±100 the full control effect; nearly all actives have a fitted effect of over 60% in size; many of its hits are not listed in these tables
Target sequence (Q99714 whole entry, looked up, one chain of several): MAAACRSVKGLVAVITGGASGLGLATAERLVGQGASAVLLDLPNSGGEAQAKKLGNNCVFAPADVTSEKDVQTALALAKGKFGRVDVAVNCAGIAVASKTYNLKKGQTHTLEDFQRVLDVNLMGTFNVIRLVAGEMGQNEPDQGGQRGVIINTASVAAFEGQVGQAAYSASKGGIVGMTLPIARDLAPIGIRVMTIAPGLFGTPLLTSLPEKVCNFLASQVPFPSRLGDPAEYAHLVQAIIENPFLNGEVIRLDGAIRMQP
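Read-out: 360 nm excitation, 450 nm emission, kinetic over 4 min. Conditions: His-tagged human HADH2 20 nM, pH 9.0 Tris with Tween-20, 1 mM NAD+, 90 uM beta-hydroxybutyryl-CoA.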
HBB splice mod: alters splicing of the hemoglobin beta chain; HBB splicing reporter cell assay, activation; EGFP reporter with mutant IVS2-654 intron; response scale: normalised to 500 nM splice-correcting PNA; Potency, µM (top dose mostly 46.1 µM), for inactives: top-dose activation, hits mostly activators; hit rate 0.06% among 65,000; AID 925; further: potency means the concentration at half of the fitted maximal effect; 0% is about no effect
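HeLa cells stably expressing EGFP interrupted by mutant beta-globin intron 2 (IVS2-654), 500/well in 2% FCS. Treated with compound for 2 days at 37C. Splicing correction scored as total well GFP intensity (488 nm excitation, 500-520 nm emission); 500 nM antisense PNA served as control.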
GFP derepression: derepresses silenced GFP locus in mouse C127i cells. mouse C127i GFP locus derepression, cytometry, 30 h. Potency, µM (highest dose often 46.1 µM), without a hit: at the highest dose GFP derepression (activation). hit rate 0.09% among 68,000. AID 597; further: % of control where 0% means no effect
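Read-out is the number of GFP-positive cells, scored as fluorescent objects 20 to 120 um wide, reflecting derepression of a silenced CMV-GFP reporter in murine C127i cells after 30 h compound exposure at 37 C.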
Numbers without * were called inactive; ? = inconclusive; nt = not tested or not shown; & = joins results of further samples; [ ] = remark or other dose. The call rests on the fitted dose curve; in most records, active means well fitted curve in the direction sought with a large enough effect; inconclusive means small, poorly fitted or top-dose-only effect, or another doubt; inactive means no such curve, though single readings can be large; an effect the other way counts as inactive or inconclusive. A portion of the library; count on the stated rates, not on these rows.

no.	structure	FLuc inh	ERK AVP inh	ALOX15 inhib
1	COc1cc2c3cc1Oc1c(OC)c(OC)cc4c1C(Cc1cccc(c1)Oc1ccc(c(O)c1)CC3N(C)CC2)N(C)CC4 (centres undefined)	nt	11%	2%
2	C=C1C2CC[C@@]3(C)C(c4ccoc4)OC(=O)C[C@@]13OC1CC(=O)C(C)(C)C(C(OC(C)=O)C(=O)OC)[C@@]12C (some centres undefined)	nt	8%	1%
3	O=C1c2ccccc2-c2cccc3cccc1c23	nt	-11%	-3%
4	C[C@]12CCC3C(CC[C@]4(O)C[C@@H](O)CC[C@]34C=O)[C@@]1(O)CC[C@@H]2C1=CC(=O)OC1 (some centres undefined)	nt	-5%	-3%[25.6 µM]
5	N#Cc1nn(-c2c(Cl)cc(C(F)(F)F)cc2Cl)c(N)c1S(=O)C(F)(F)F (centres undefined)	nt	-6%	0%
6	CC(C)=CCCC1(C)C=Cc2c(O)c3c(c(CC=C(C)C)c2O1)OC12C(=CC4CC1C(C)(C)OC2(C/C=C(/C)C(=O)O)C4O)C3=O (centres undefined)	nt	5µM*	20µM*
7	CCCCC/C=C\C/C=C\C/C=C\C/C=C\CCCC(=O)O	nt	3%&10%	0.32µM*
8	CCC1C2CC3C4N(C)c5ccccc5[C@]45CC(C2C5O)N3C1O (some centres undefined)	nt	-12%	1%
9	O=c1ccc2cc(O[C@H]3OC(CO)C(O)C(O)C3O)c(O)cc2o1 (some centres undefined)	nt	27%&-3%	5%&4%
10	CC(NC(C)(C)C)C(=O)c1cccc(Cl)c1 (centres undefined)	1%[25.5 µM]	23%	2%
11	O=C(O)c1ccc2[nH]cc(CCCCN3CC=C(c4ccccc4)CC3)c2c1	nt	9%	?
12	Cn1c2c(c3ccccc31)CCNCC2	nt	2%	?
13	Cc1cc(SCc2sc(-c3ccc(C(F)(F)F)c(F)c3)nc2C)ccc1OCC(=O)O	nt	13%	?
14	N#CC(C#N)=NNc1ccc(OC(F)(F)F)cc1	nt	26%	?
15	CC1=CC[C@@H]2[C@@H](C1)c1c(O)cc(CC#CCCCNS(C)(=O)=O)cc1OC2(C)C	nt	?	?
16	COC(=O)C1C(c2ccccc2)C2C(=O)c3c(OC)cc(OC)cc3O[C@@]12c1ccc(OC)cc1 (some centres undefined)	nt	-3%[11.5 µM]	1%[11.4 µM]
17	c1ccc(-c2cc3c(nc2-c2ccccc2)CCNC3)cc1	nt	1%[11.5 µM]	-3%[11.4 µM]

no.	GFP derepression	HBB splice mod	HADH2 inh
1	nt	nt	nt
2	nt	nt	nt
3	nt	nt	nt
4	nt	nt	nt
5	nt	nt	nt
6	nt	nt	nt
7	nt	nt	nt
8	nt	nt	nt
9	nt	nt	nt
10	4%[20.6 µM]	nt	nt
11	nt	0.0%	7%
12	nt	-0.2%	-9%
13	nt	-0.3%	?
14	nt	-1.0%	-21%
15	nt	-0.1%	-15%
16	nt	-1.4%[9.22 µM]	26%[11.4 µM]
17	nt	1.4%[9.22 µM]	2%[11.4 µM]

From compound 2 to 11, copied from above:
no.	structure	FLuc inh	ERK AVP inh	ALOX15 inhib
2	C=C1C2CC[C@@]3(C)C(c4ccoc4)OC(=O)C[C@@]13OC1CC(=O)C(C)(C)C(C(OC(C)=O)C(=O)OC)[C@@]12C (some centres undefined)	nt	8%	1%
3	O=C1c2ccccc2-c2cccc3cccc1c23	nt	-11%	-3%
4	C[C@]12CCC3C(CC[C@]4(O)C[C@@H](O)CC[C@]34C=O)[C@@]1(O)CC[C@@H]2C1=CC(=O)OC1 (some centres undefined)	nt	-5%	-3%[25.6 µM]
5	N#Cc1nn(-c2c(Cl)cc(C(F)(F)F)cc2Cl)c(N)c1S(=O)C(F)(F)F (centres undefined)	nt	-6%	0%
6	CC(C)=CCCC1(C)C=Cc2c(O)c3c(c(CC=C(C)C)c2O1)OC12C(=CC4CC1C(C)(C)OC2(C/C=C(/C)C(=O)O)C4O)C3=O (centres undefined)	nt	5µM*	20µM*
7	CCCCC/C=C\C/C=C\C/C=C\C/C=C\CCCC(=O)O	nt	3%&10%	0.32µM*
8	CCC1C2CC3C4N(C)c5ccccc5[C@]45CC(C2C5O)N3C1O (some centres undefined)	nt	-12%	1%
9	O=c1ccc2cc(O[C@H]3OC(CO)C(O)C(O)C3O)c(O)cc2o1 (some centres undefined)	nt	27%&-3%	5%&4%
10	CC(NC(C)(C)C)C(=O)c1cccc(Cl)c1 (centres undefined)	1%[25.5 µM]	23%	2%
11	O=C(O)c1ccc2[nH]cc(CCCCN3CC=C(c4ccccc4)CC3)c2c1	nt	9%	?

no.	GFP derepression	HBB splice mod	HADH2 inh
2	nt	nt	nt
3	nt	nt	nt
4	nt	nt	nt
5	nt	nt	nt
6	nt	nt	nt
7	nt	nt	nt
8	nt	nt	nt
9	nt	nt	nt
10	4%[20.6 µM]	nt	nt
11	nt	0.0%	7%
